Compound activity from PubChem BioAssay.
AI-2 QS modul = Vibrio harveyi AI-2 quorum sensing modulation; Vibrio harveyi JMH597 AI-2 luminescence/OD600 ratio, 9 h; hits give low values; strain lacks LuxN and CqsS sensors; 0 = neutral-control median; activity change, % at 7.5 µM; 300,000 compounds, 0.4% hits; AID 2094; in the data active = activity change below about -75%, passing the limit was not always enough; inconclusive = no clear call, values can overlap the other calls;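 note: luminescence divided by OD600 gain over 9 h not by final OD600 alone; inactives centre near 13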
IEC-6 tox = kills IEC-6 intestinal cells in KLF5 counter-screen; IEC-6 cytotoxicity, luminescence viability; inhibition, % at 5 µM; 290,000 compounds, 0.78% hits; in the data active = inhibition above about 22%;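 note: 0% = plate median of test compound wells and 100% = cytotoxic reference compound wells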
aSyn UTR inh = 5' untranslated region of α-synuclein, MLPCN primary screen | alpha-synuclein 5'UTR reporter, inhibitor activity | inhibition, % (tested at 7.5 µM) | 300,000 compounds, 0.82% hits; in the data active = inhibition above about 60%; inconclusive = no clear call, values can overlap the other calls;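 note: H4 neuroglioblastoma cells stably carrying SNCA 5'UTR luciferase fusion; 0% = DMSO wells and 100% = positive control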
HDAC3 inh = blocks human histone deacetylase 3; recombinant HDAC3, fluorogenic peptide/trypsin coupled, fluorescence; AID 2718; O15379; inhibition, % at 8.3 µM; 320,000 compounds, 0.15% hits; in the data active = inhibition above about 26%, passing the limit was not always enough; inconclusive = no clear call, values can overlap the other calls
Target sequence (O15379 whole entry, looked up): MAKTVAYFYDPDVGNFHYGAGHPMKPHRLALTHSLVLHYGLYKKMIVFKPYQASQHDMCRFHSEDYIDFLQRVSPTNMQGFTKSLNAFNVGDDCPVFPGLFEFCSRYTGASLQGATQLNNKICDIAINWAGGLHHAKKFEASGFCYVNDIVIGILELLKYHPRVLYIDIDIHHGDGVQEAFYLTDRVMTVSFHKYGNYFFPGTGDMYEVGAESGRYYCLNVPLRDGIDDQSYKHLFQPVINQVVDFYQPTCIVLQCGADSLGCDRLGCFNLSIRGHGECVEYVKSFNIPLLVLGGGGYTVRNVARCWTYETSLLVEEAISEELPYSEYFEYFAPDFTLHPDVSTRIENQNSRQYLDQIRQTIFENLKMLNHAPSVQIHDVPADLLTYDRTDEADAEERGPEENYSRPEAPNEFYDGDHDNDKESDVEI
Platelet DG rel = platelet dense granule release activity; AID 1663; human platelet-rich plasma, SFLLRN dense granule ATP release, luminescence; inhibition, %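 (compounds screened at 7.5 µM in platelet-rich plasma)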; 300,000 compounds, 0.22% hits;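 active = mean replicate score, as percent of positive control, at or above 50; inconclusive = mean below 50 but at least one replicate at or above 50; inactive = mean and every replicate below 50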
HSP90 inh = HSP90 refolding inhibition in rabbit reticulocyte lysate; luciferase refolding luminescence, 3 h; inhibition, % at 5.6 µM; 290,000 compounds, 0.91% hits;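 active = inhibition above the screen-wide mean plus 3 SD, computed separately per campaign, cut at about 16% in these data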;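 note: 0% = DMSO wells and 100% = 60 µM geldanamycin wells; inhibitors lower the luminescence because luciferase stays unfolded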
KLF5 inhibitor = kruppel-like factor 5 inhibition; inhibition, % at 5 µM; DLD-1 KLF5 promoter-luciferase reporter, luminescence; 290,000 compounds, 0.23% hits; AID 1700;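 active = inhibition above a per-plate limit of that plate's mean compound inhibition plus 3 SD, cut at about 60% in these data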;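 note: 0% = DMSO wells and 100% = LY294002 at 200 µM; higher means less KLF5 promoter-driven luciferase light; inactives centre near -14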
HSF1 inh = HSF1 inhibition | NIH3T3-HGL HSE-luciferase, MG132-induced, luminescence 8 h; hits give low values | activity change, negative = inhibition, % at 7.5 µM (by protocol) | 300,000 compounds, 0.77% hits;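 active = more than half of replicate wells show activity change below -50%, luminescence cut by over half; inconclusive = some wells, but at most half, below -50%; inactive = no replicate well below -50%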;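 note: luciferase reports HSF-1 transcriptional activity via heat shock element; 0% = median of DMSO wells and -100% = zero luminescence signal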
HIF activator = HIF pathway transcriptional activation; activation, % at 7.5 µM (by protocol); 300,000 compounds, 0.32% hits; U2OS HRE-luciferase reporter, luminescence; normalized: DMSO 0%, desferrioxamine 100%;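 active = mean activation of at least 10% of the iron chelator positive control signal, with at least half of replicates also reaching 10%; inconclusive = mean and replicate majority disagree about reaching 10%; inactive = mean and most replicates under 10%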
HSF-1 act = increases HSF-1 driven luciferase reporter signal | NIH3T3-HGL HSF-1 luciferase reporter, MG132, 8 h; 100% = twice DMSO control signal | activation, % at 9 µM | 300,000 compounds, 1.7% hits;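 active = mean replicate activation of at least 50% with a set share of replicates each reaching 50%; inconclusive = only one of those two conditions met; inactive = mean below 50% and too few replicates reaching it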;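 note: 0% = median of the neutral control wells and 100% = twice that signal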
An asterisk follows results filed as active; ? = inconclusive; nt = not tested or not shown; & = joins results of further samples.

No.	molecule	AI-2 QS modul	IEC-6 tox	aSyn UTR inh	HDAC3 inh	Platelet DG rel	HSP90 inh	KLF5 inhibitor	HSF1 inh	HIF activator	HSF-1 act
1	CC(Oc1ccccc1)C(=O)N1CCN=C1SCc1ccccc1 (stereo unspecified)	31	1	-23	-3	-10	0	-18	0	0.1	16
2	O=C(NCCN1CCOCC1)c1sc2cc(Cl)ccc2c1Cl	10	3	-24	1	1	-2	-54	3	1.4	12
3	CC1(C)CC2CC(C)(CN2Cc2c(O)ccc3ccccc23)C1 (stereo unspecified)	25	0	-21	-2	3	3	-17	1	0.5	6
4	CCn1cc(/C=C(/C#N)S(=O)(=O)c2ccccc2)cn1	3	-6	28	8	10	3	-38	-4	-0.3	-10
5	COc1ccc(C(=O)Nc2ccc(Cl)cc2C(=O)N2CCCC(C)C2)cc1OC (stereo unspecified)	19	0	-1	nt	-7	-8	-32	-10	-0.1	-4
6	Cc1ccc(C(=O)Nn2c(O)c(C=C3N=c4ccccc4=N3)sc2=S)cc1	12	5	-13	7	-1	1	-14	7	0.1	32
7	O=C(/C=C/c1ccc([N+](=O)[O-])cc1)c1cccnc1	26	-8	8	4	1	-3	-12	6	0.4	3
8	C/C(=N\Nc1nc(N)cc(Cl)n1)c1cccc(N)c1	7	7	-33	4	12	1	-29	6	-1.2	-7
9	CN1C(=O)C2(N=c3ccccc3=N2)c2ccccc21	39	14	26	-23	-4	1	-7	3	-0.2	-2
10	CC(C)C(=O)Nc1ccc(-c2ccc3nncn3n2)cc1	14	1	-37	-4	-2	-1	-13	-13	-0.1	2
11	Cc1c(C(=O)NC2=NCCS2)cccc1[N+](=O)[O-]	7	8	-4	5	1	0	4	-4	-2.0	16
12	O=C(NC1CCOc2ccccc21)c1ccccn1 (stereo unspecified)	20	0	20	-1	-5	-2	-5	-3	0.0	-4
13	CN1CCN(C(=O)c2cc(-c3ccccc3)on2)CC1	-17	-4	-80	8	4	-2	-40	4	1.0	5
14	COc1ccc(CNC(=O)Cc2cccs2)cc1	9	-4	-70	4	1	0	-68	10	0.8	16
15	Cc1cccc(CC(C)NC(=O)c2oc3c(F)cccc3c2C)n1 (stereo unspecified)	9	9	6	-2	-2	1	-25	28	-4.8	?
16	O=C(NC12CC3CC(CC(C3)C1)C2)OCCNC1CCCCC1	7	-2	-8	3	10	3	-15	-5	-0.6	-2
17	O=C(Nc1ccc(O)cc1)c1ccccc1OCc1ccccc1	6	5	0	-1	6	-2	-33	3	-0.9	0
18	O=c1c2ccccc2[nH]c(=S)n1CCCn1ccnc1	27	6	18	1	3	2	-14	0	0.3	21
19	CCOc1ccc(C(=O)NCC(=O)OCc2c(C)noc2C)cc1OCC	28	-4	8	-1	-2	1	-5	-2	0.3	2
20	CN1CCc2c(sc(N)c2C(N)=O)C1	-2	3	7	-3	7	3	-19	-1	-0.1	-13

Compound profiles, from the list above. Order of screens: AI-2 QS modul, IEC-6 tox, aSyn UTR inh, HDAC3 inh, Platelet DG rel, HSP90 inh, KLF5 inhibitor, HSF1 inh, HIF activator, HSF-1 act
`CN1CCc2c(sc(N)c2C(N)=O)C1` across the screens: -2, 3, 7, -3, 7, 3, -19, -1, -0.1, -13
`CN1CCN(C(=O)c2cc(-c3ccccc3)on2)CC1` across the screens: -17, -4, -80, 8, 4, -2, -40, 4, 1.0, 5
`O=c1c2ccccc2[nH]c(=S)n1CCCn1ccnc1` across the screens: 27, 6, 18, 1, 3, 2, -14, 0, 0.3, 21
`O=C(NC1CCOc2ccccc21)c1ccccn1` (stereo unspecified) across the screens: 20, 0, 20, -1, -5, -2, -5, -3, 0.0, -4
`O=C(Nc1ccc(O)cc1)c1ccccc1OCc1ccccc1` across the screens: 6, 5, 0, -1, 6, -2, -33, 3, -0.9, 0

Continued:
No.	molecule	AI-2 QS modul	IEC-6 tox	aSyn UTR inh	HDAC3 inh	Platelet DG rel	HSP90 inh	KLF5 inhibitor	HSF1 inh	HIF activator	HSF-1 act
21	CC(=O)Nc1nonc1C(=O)N1CCC(C)CC1	20	2	-15	0	-4	1	-15	9	0.0	11
22	COc1cc(/C=C2/C(=N)N3C(=NC2=O)SN=C3S(C)(=O)=O)ccc1OS(=O)(=O)c1ccccc1	27	1	-28	-1	-12	2	-28	2	-0.6	18
23	CCCNC(=O)N1CCN(c2ncccn2)CC1	0	-4	16	-6	2	-3	-4	-4	0.1	-13
24	COc1ccc(Cl)cc1NC(=O)N1CCN(CCc2ccccc2)CC1	19	2	11	5	12	4	1	1	0.2	0
25	Cc1ccc(O)c([C@H](CCN(C(C)C)C(C)C)c2ccccc2)c1	18&17	6	-3&4	3&1	-3&-3	-1	-54	-3&2	-0.2&-0.1	-8&6
26	Cc1ccc(C)c(S(=O)(=O)N2CCN(CC(=O)Nc3ccc([N+](=O)[O-])cc3)CC2)c1	7	10	33	-1	7	-1	5	-6	0.1	-15
27	COc1cccc(OCC(O)CNC(C)c2ccccc2)c1 (stereo unspecified)	10	7	9	-4	-1	-2	-38	1	1.4	7
28	CC1NC2(C(=O)N(Cc3ccccc3)c3ccccc32)C2C(=O)N(c3ccccc3)C(=O)C12 (stereo unspecified)	23	0	3	nt	17	-2	3	2	0.3	8
29	CCN(CC)C(=O)CSc1nc2c(sc(=S)n2-c2ccccc2)c(=O)[nH]1	24	5	3	?	4	1	-1	-3	1.8	2
30	O=C(/C=C/c1ccco1)N(Cc1cccc(Br)c1)C1CCS(=O)(=O)C1 (stereo unspecified)	6	2	8	2	2	-2	-4	8	-0.4	-5
31	N#Cc1nc(Cc2cccc3ccccc23)oc1NCCCN1CCOCC1	2	-5	-8	-3	-11	-3	-42	-8	-0.4	22
32	CCCCOc1nc2ccccc2nc1C(C#N)C(=O)NC1CCCCC1 (stereo unspecified)	13	2	16	5	-4	-3	-15	-33	0.0	-46
33	Nc1c(C(=O)Nc2nccs2)sc2nc(-c3cccs3)cc(C(F)(F)F)c12	17	0	-9	-7	3	1	-12	-9	-0.4	0
34	CCCN1CCN(c2nc3c([nH]2)c(=N)ncn3CC(O)CO)CC1 (stereo unspecified)	2	2	-14	4	4	0	2	0	0.6	26
35	COc1ccc(OC)c(C2C(C#N)=C(N)N(N(C)C)C3=C2C(=O)CCC3)c1 (stereo unspecified)	13	-5	0	1	-2	-3	4	2	0.9	23
36	CC(=O)C1=C(C)OC(N)=C(C#N)C1c1cc([N+](=O)[O-])ccc1Cl (stereo unspecified)	17	2	-69	2	8	1	-43	6	2.0	-2
37	CC(OC(=O)c1ccc(NC(=O)CC#N)cc1)C(=O)Nc1nc(-c2ccccc2)cs1 (stereo unspecified)	43	nt	-48	nt	23	nt	nt	-3	1.3	-3
38	CCCCN(CCCNC(=O)C1CCN(S(=O)(=O)N2CCOCC2)CC1)c1ccccc1	17	2	12	1	-1	0	-16	10	-0.2	29
39	CCCC/C(O)=C1\C(=O)CCCC1=NCCc1c(C)[nH]c2ccc(OC)cc12	41	3	-5	-6	1	-1	-10	2	-0.1	9
40	COc1cccc(Oc2nc(N)ncc2[N+](=O)[O-])c1	27	2	-3	-1	-3	-3	-10	-4	0.6	-7
41	CC1CCN(C2CCN(C(=O)c3ccccc3F)CC2)CC1	10	2	-26	2	-7	0	-24	0	-1.0	14
42	COC(=O)[C@@H](Cc1ccccc1)NC(=O)NCCc1ccc(OC)c(OC)c1	3	2	11	4	-4	2	-14	-3	0.8	-6
43	CC1(C)CC(=O)C(C=NCCN2CCN(C(=O)C34CC5CC(CC(C5)C3)C4)CC2)=C(O)C1	0	nt	2	0	16	nt	nt	2	-0.4	-1
44	O=C(NN=C1CCCCCCCCCCC1)c1ccncc1	12	-1	-6	-2	4	-2	-19	-2	0.4	9

As a short view, some entries already given.
No.	molecule	AI-2 QS modul	IEC-6 tox	aSyn UTR inh	HDAC3 inh	Platelet DG rel	HSP90 inh	KLF5 inhibitor	HSF1 inh	HIF activator	HSF-1 act
39	CCCC/C(O)=C1\C(=O)CCCC1=NCCc1c(C)[nH]c2ccc(OC)cc12	41	3	-5	-6	1	-1	-10	2	-0.1	9
40	COc1cccc(Oc2nc(N)ncc2[N+](=O)[O-])c1	27	2	-3	-1	-3	-3	-10	-4	0.6	-7
41	CC1CCN(C2CCN(C(=O)c3ccccc3F)CC2)CC1	10	2	-26	2	-7	0	-24	0	-1.0	14
42	COC(=O)[C@@H](Cc1ccccc1)NC(=O)NCCc1ccc(OC)c(OC)c1	3	2	11	4	-4	2	-14	-3	0.8	-6
43	CC1(C)CC(=O)C(C=NCCN2CCN(C(=O)C34CC5CC(CC(C5)C3)C4)CC2)=C(O)C1	0	nt	2	0	16	nt	nt	2	-0.4	-1
